POLK inh – DNA polymerase kappa (human) inhibition | purified Pol kappa, fluorescent DNA synthesis assay, 10 min | Potency, µM (doses to about 107 µM), inactives show at the top dose activity, negative = inhibition, actives largely listed as inhibitors | 400,000 compounds, 0.53% hits; also: potency is read from the fitted curve at half-maximal effect; % is scaled to controls: 0 for no effect and ±100 for the full control effect
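Readout: fluorescence, taken kinetically at 0 and 10 min. Conditions: 10 nM Pol kappa, 15 min RT compound preincubation, 50 nM substrate final. Controls: enzyme-free buffer wells.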
POLH inh – DNA polymerase eta (human) inhibition | Potency, µM (doses to about 114 µM), without a hit: top-dose activity change, negative = inhibition, hits mostly inhibitors | AID 588591 | 390,000 compounds, 1.2% hits | recombinant Pol eta, fluorescent DNA replication assay | Q9Y253; also: potency is read from the fitted curve at half-maximal effect; % is scaled to controls: 0 for no effect and ±100 for the full control effect
Target sequence (Q9Y253 whole entry, looked up): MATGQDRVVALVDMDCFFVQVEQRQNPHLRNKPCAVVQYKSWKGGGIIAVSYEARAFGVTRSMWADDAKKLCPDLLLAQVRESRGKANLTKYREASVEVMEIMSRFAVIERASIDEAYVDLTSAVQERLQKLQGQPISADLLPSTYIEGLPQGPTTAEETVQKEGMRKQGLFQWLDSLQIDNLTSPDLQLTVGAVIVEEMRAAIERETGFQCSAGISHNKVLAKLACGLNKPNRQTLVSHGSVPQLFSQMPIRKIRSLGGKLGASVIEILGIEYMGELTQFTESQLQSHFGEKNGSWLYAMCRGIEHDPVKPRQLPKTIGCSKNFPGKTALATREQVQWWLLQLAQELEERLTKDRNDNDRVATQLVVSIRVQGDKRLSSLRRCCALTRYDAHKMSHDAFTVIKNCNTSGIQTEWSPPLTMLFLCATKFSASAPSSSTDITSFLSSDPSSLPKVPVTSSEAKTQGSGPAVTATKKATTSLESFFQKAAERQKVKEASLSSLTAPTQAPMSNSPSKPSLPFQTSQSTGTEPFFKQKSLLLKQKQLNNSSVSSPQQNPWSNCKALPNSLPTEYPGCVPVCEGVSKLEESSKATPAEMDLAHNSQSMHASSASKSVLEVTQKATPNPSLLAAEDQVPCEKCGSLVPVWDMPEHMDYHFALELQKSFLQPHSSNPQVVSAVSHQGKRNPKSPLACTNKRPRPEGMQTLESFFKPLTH
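Pol eta (10 nM) was preincubated with compounds for 15 min at room temperature, after which fluorescent replication substrate (50 nM final) was added to start the reaction. Fluorescence was read kinetically at 0 and 10 min.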
LDHA block – blocks human lactate dehydrogenase A. P00338. purified LDHA, NADH/diaphorase-resazurin fluorescence; hits give low values. activity change, % (values are at about 110 or 230 µM). 480,000 compounds, 0.15% hits; in the data active = activity change below about -30%; inconclusive = mostly about -25% to -30%;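 also: plate controls were DMSO wells for no effect and wells without enzyme for full effect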
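Remaining NADH was detected by diaphorase (0.133 mg/mL) converting 37 µM resazurin to fluorescent resorufin, read at 0 and 20 minutes. The preceding 5-minute room-temperature reaction used 2 nM LDHA, 0.2 mM sodium pyruvate and 0.06 mM NADH at pH 7.4.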
BLM inh – inhibitors of human Bloom syndrome helicase BLM | P54132 | recombinant BLM DNA unwinding, fluorescence dequenching | Potency, µM (titrated, usually from 56.1 µM), for the others: at the top dose activity change, negative = inhibition, most hits filed as inhibitors | 350,000 compounds, 0.2% hits | AID 2528;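 also: potency is read from the fitted curve at half-maximal effect; plate controls were vehicle for no effect and no enzyme for full effect; nearly all actives have a fitted effect of over 35% in size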
Glioma ERSR ind – induces the endoplasmic reticulum stress response in human glioma cells; U87-MG GRP78 promoter luciferase reporter, 16 h; Potency, µM, without a hit: at the highest dose activation, most hits filed as activators; 420,000 compounds, 0.02% hits; also: potency is read from the fitted curve at half-maximal effect; series mostly up to about 76 µM; % of control where 0% means no effect; nearly all actives have a fitted effect of over 35% in size
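Stably transfected U87-MG glioma cells carrying a GRP78-based luciferase sensor; 16 h compound incubation. Luminescence end-point read 10 min after Bright-Glo addition at room temperature.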
Pol iota inh – DNA polymerase iota (human) inhibition; Pol iota fluorescent replication assay, 10 min; Potency, µM (top dose mostly 115 µM), inactives show top-dose activity, negative = inhibition, hits mostly inhibitors; 390,000 compounds, 1% hits; AID 588590; Q9UNA4; also: potency is read from the fitted curve at half-maximal effect
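Fluorescent replication assay read twice, at 0 min and 10 min after adding 50 nM (final) substrate. Enzyme (10 nM) and compounds were first incubated 15 min at room temperature; enzyme-free buffer wells were negative controls.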
POLB inh – DNA polymerase beta (human) inhibition; Pol beta primer extension/strand displacement, fluorescence kinetic; Potency, µM (doses to about 114 µM), inactives show at the top dose activity change, negative = inhibition, usual class: inhibitors; 340,000 compounds, 1.3% hits; also: potency is read from the fitted curve at half-maximal effect; % is scaled to controls: 0 for no effect and ±100 for the full control effect
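Preincubation: enzyme (10 nM) with compound, 15 min, RT. Reaction: substrate added to 50 nM final. Reads: 0 and 10 min. Analysis: normalized, Hill fit.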
Apoferritin bind – candidate novel general anesthetic via apoferritin binding; apoferritin/1-aminoanthracene competitive binding, fluorescence; Potency, µM (top dose mostly 77.5 µM), without a hit: at the highest dose activity change, negative = displacement, actives largely listed as inhibitors; 350,000 compounds, 0.074% hits; P02791; also: potency is read from the fitted curve at half-maximal effect; % is scaled to controls: 0 for no effect and ±100 for the full control effect; nearly all actives have a fitted effect of over 20% in size
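Steps: apoferritin (10 uM) was premixed with half-saturated 1-AMA in PBS, compounds were pin-transferred, plates stood 10 min at room temperature, fluorescence was read at 380/535 nm, and curves were fitted with a Hill equation.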
APEX1 inh – blocks human APE1 abasic DNA cleavage. P27695. recombinant APE1, TAMRA/BHQ-2 abasic DNA cleavage fluorescence. Potency, µM (titrated, usually from 65.8 µM), for the others: top-dose activity change, negative = inhibition, usual class: inhibitors. 350,000 compounds, 0.35% hits. AID 2517;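 also: potency is read from the fitted curve at half-maximal effect; plate controls were vehicle for no effect and reference inhibitor for full effect; nearly all actives have a fitted effect of over 55% in size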
Target sequence (P27695 whole entry, looked up): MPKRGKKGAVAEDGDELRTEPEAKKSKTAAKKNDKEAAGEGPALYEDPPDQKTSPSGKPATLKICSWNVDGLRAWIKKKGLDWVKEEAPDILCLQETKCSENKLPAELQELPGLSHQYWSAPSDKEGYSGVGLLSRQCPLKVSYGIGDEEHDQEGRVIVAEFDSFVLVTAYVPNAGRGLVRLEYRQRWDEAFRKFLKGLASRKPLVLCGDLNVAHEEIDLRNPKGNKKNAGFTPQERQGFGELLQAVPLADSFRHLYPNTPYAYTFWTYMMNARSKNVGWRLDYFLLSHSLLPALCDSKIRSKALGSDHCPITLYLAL
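Endonuclease cleavage of a quenched abasic-site DNA duplex (50 nM) by APE1 (0.75 nM) was tracked by TAMRA dequenching. Compounds were preincubated with enzyme 15 min at room temperature; data normalized to buffer-only and DMSO wells plus NSC13755 control.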
Numbers without * were called inactive; ? = inconclusive; nt = not tested or not shown; & = joins results of further samples; [ ] = another dose, or the depositor's remark. Unless noted, calls follow the shape of the dose curve; as a rule, active = well fitted curve in the direction sought with a large enough effect; inconclusive = small, poorly fitted or top-dose-only effect, or another doubt; inactive = no such curve, though single readings can be large; an effect the other way counts as inactive or inconclusive. An excerpt; rates above refer to the full screens.

Sample of the layout:
SMILES	POLK inh	POLH inh	LDHA block	BLM inh	Glioma ERSR ind	Pol iota inh	POLB inh	Apoferritin bind	APEX1 inh
COc1cc(/C=C/C(=O)OCC(=O)NCCc2ccc(F)cc2)ccc1OC(F)F	-15%	-12%	-8	nt	-2%	13%	nt	nt	7%
CC1CC=CC2C1C(=O)N(Cc1ccccc1)C2c1ccc(C(F)(F)F)cc1 (centres undefined)	3%	nt	nt	-17%	-5%	-15%	nt	22%	-3%
Cc1cc(=O)[nH]c(NCc2ccc(Cl)cc2)n1	-3%	-17%	-5	0%	1%	38%[activator]	28%	-5%	34%
CC(C)CCNC(=O)c1ccc2c(c1)N(C)C(=O)c1ccccc1S2	-25%	-9%&-6%	-3&-11	-4%&-2%	1%&-1%	8%&7%	18%&8%	2%&-18%	?
O=C/C=C/c1c(-c2ccccc2)cc2oc3ccccc3cc1-2	?	?	-7	-14%	?	?	?	-2%	1%
CS(=O)(=O)NCCCNc1c(Cl)cccc1[N+](=O)[O-]	1%	3%	-10	-2%	-6%	8%	25%	-16%	-5%
CSc1cccc(NC(=O)c2cc3c(COC(C)=O)cnc(C)c3oc2=O)c1	-6%[60.1 µM]	-13%	-5	-5%	-3%	0%	0%	-3%	nt
O=c1cc(-c2ccc(O)c(O)c2)oc2ccc3ccccc3c12	-24%	?	-1	nt	-9%	?	nt	nt	0.42µM*
Cc1cccc(C)c1NC(=O)CSc1nnnn1C	-13%	-2%	5	0%	-1%	-18%	10%	-2%	-5%
O=C(O)c1ccccc1S(=O)(=O)Cc1ccccc1	-7%	-9%	-5&-1	-9%	-2%	?	-12%	6%	-1%
COc1ccc2sc(-c3ccc(N(C)C)cc3)c(C#CCCO)c2c1	-13%	-19%	0	nt	11%	9%	nt	nt	34%
Cc1cc(-c2cc(N)n(-c3ccccc3)n2)c(C)n1C1CCCC1	11%[60.1 µM]	-3%	1	-2%	4%	17%	26%	?	0%
CCOc1cc(N2CCOCC2)c(OCC)cc1NC(=O)C1CCCC1	-14%	-13%	7	-1%	0%	16%	-10%	1%	1%

This part in full, repeating the preview:
SMILES	POLK inh	POLH inh	LDHA block	BLM inh	Glioma ERSR ind	Pol iota inh	POLB inh	Apoferritin bind	APEX1 inh
COc1cc(/C=C/C(=O)OCC(=O)NCCc2ccc(F)cc2)ccc1OC(F)F	-15%	-12%	-8	nt	-2%	13%	nt	nt	7%
CC1CC=CC2C1C(=O)N(Cc1ccccc1)C2c1ccc(C(F)(F)F)cc1 (centres undefined)	3%	nt	nt	-17%	-5%	-15%	nt	22%	-3%
Cc1cc(=O)[nH]c(NCc2ccc(Cl)cc2)n1	-3%	-17%	-5	0%	1%	38%[activator]	28%	-5%	34%
CC(C)CCNC(=O)c1ccc2c(c1)N(C)C(=O)c1ccccc1S2	-25%	-9%&-6%	-3&-11	-4%&-2%	1%&-1%	8%&7%	18%&8%	2%&-18%	?
O=C/C=C/c1c(-c2ccccc2)cc2oc3ccccc3cc1-2	?	?	-7	-14%	?	?	?	-2%	1%
CS(=O)(=O)NCCCNc1c(Cl)cccc1[N+](=O)[O-]	1%	3%	-10	-2%	-6%	8%	25%	-16%	-5%
CSc1cccc(NC(=O)c2cc3c(COC(C)=O)cnc(C)c3oc2=O)c1	-6%[60.1 µM]	-13%	-5	-5%	-3%	0%	0%	-3%	nt
O=c1cc(-c2ccc(O)c(O)c2)oc2ccc3ccccc3c12	-24%	?	-1	nt	-9%	?	nt	nt	0.42µM*
Cc1cccc(C)c1NC(=O)CSc1nnnn1C	-13%	-2%	5	0%	-1%	-18%	10%	-2%	-5%
O=C(O)c1ccccc1S(=O)(=O)Cc1ccccc1	-7%	-9%	-5&-1	-9%	-2%	?	-12%	6%	-1%
COc1ccc2sc(-c3ccc(N(C)C)cc3)c(C#CCCO)c2c1	-13%	-19%	0	nt	11%	9%	nt	nt	34%
Cc1cc(-c2cc(N)n(-c3ccccc3)n2)c(C)n1C1CCCC1	11%[60.1 µM]	-3%	1	-2%	4%	17%	26%	?	0%
CCOc1cc(N2CCOCC2)c(OCC)cc1NC(=O)C1CCCC1	-14%	-13%	7	-1%	0%	16%	-10%	1%	1%
CCOc1cc(C)c(C(C)C)cc1S(=O)(=O)n1cnc(C)c1	-2%	-22%	-5	10%	-3%	46%[activator]	4%	-19%	5%
CCCNS(=O)(=O)c1ccc(CCC(=O)Nc2cc(Cl)ccc2Oc2ccccc2)cc1	-9%	-10%	-1	3%	-4%	0%	10%	42%[activator]	-7%
COc1ccc(CCNC(=O)COc2nsnc2N2CCOCC2)cc1OC	-4%	-14%	-10	0%	-3%	7%	2%	-7%	-2%
O=c1cc(-c2ccccc2)c2c([nH]1)CCCC2	-3%	-14%	1	-8%	-2%	4%[58.9 µM]	19%	?	-6%
CCOc1ccc(CN2CCN(Cc3nc(C(C)C)cs3)CC2CCO)cc1 (centres undefined)	-1%	-22%	1	-2%	-5%	34%[activator]	18%	-14%	3%
O=C1CSC(c2ccncc2)N1Cc1ccco1 (centres undefined)	0%	-6%	6	-3%	0%	18%	1%	-13%	-2%
CC(=O)c1sc(NC(=O)Cc2c(F)cccc2Cl)nc1C	-7%	-3%	-9	-5%	0%	7%	24%	7%	6%
CCN(CCn1cccn1)C(=O)CC1C(=O)NCCN1Cc1cc(OC)cc(OC)c1 (centres undefined)	-11%	3%	4	1%	-2%	9%	-23%	0%	-7%
NC(=O)c1c(NC(=O)COC(=O)c2ccc(O)c(Cl)c2)sc2c1CCCC2	-25%	50µM*	6	nt	-1%	?	nt	nt	-10%
Cc1cccc(C)c1NC(=O)CN(C1CCCCC1)S(C)(=O)=O	-4%	-1%	-7	0%	-4%	36%[activator]	7%	-3%	-8%
COc1ccc(NC(=O)CSc2nc3ccccc3n2Cc2cccc(OC)c2)cc1	-2%[60.1 µM]	-11%	-20	-3%	-2%	-3%	?	-1%	nt
CC(C)Cc1nc2ccc(N)cc2[nH]1	-15%	-20%	14	-5%	0%	63%[activator]	1%	-5%	-3%

Additional entries:
SMILES	POLK inh	POLH inh	LDHA block	BLM inh	Glioma ERSR ind	Pol iota inh	POLB inh	Apoferritin bind	APEX1 inh
Fc1ccc(CSc2ncnc3c2ncn3C2CCCCO2)cc1 (centres undefined)	-7%	-17%	3	nt	-2%	-16%	nt	nt	nt
CCOc1[nH]n(-c2ccccc2)c(=O)c1C=Nc1ccc(F)cc1F	-7%	-3%	1	-3%	-1%	-1%	1%	-7%	-5%
CCc1ccc(Nc2n[n+](-c3ccccc3)c(-c3ccc(SC)cc3)s2)cc1	8%	-9%	2	-5%	-4%	15%	2%	-16%	11%
CC(C)(C)c1ccc(/C=C2\CCn3c2nc2cc(C(=O)O)ccc2c3=O)cc1	-8%	8%	-3	-1%	-4%	-18%	-3%	-8%	29%
CC(C)(C)[C@@H]1C=C(C(=O)NCc2ccccc2)O[C@H](OCc2ccc(CO)cc2)C1	-18%	-14%	12	-5%	-1%	14%	5%	-14%	16%
Cc1ccc(-c2nnc(N3CCCCCC3)c3ccccc23)cc1	-19%	0%	-3	-8%	-2%	129%[activator]	12%	-16%	21%
COc1ccc(OC)c(N)c1	-2%	-15%	20	0%	-5%	2%	11%	?	-2%
Cc1ccc(C(=O)NCCc2nc3ccccc3[nH]2)cc1[N+](=O)[O-]	-5%	-5%	-2	1%	-2%	96%[activator]	27%	-2%	18%
COc1ccccc1N1CCN(S(=O)(=O)CCNC(=O)CCCc2ccccc2)CC1	7%	-9%	-8	nt	5%	23%	nt	nt	0%
O=C1NC(=S)SC1=Cc1ccccc1Cl	-12%	-2%	-17	nt	5%	?	nt	nt	nt
O=C(/C=C/c1ccccc1Cl)NCCCn1ccnc1	1%	-20%	-1	2%	-3%	105%[activator]	4%	-7%	9%
CC(NC(=O)c1cc(S(=O)(=O)N(C)C)ccc1N1CCCC1)C1CC2CCC1C2 (centres undefined)	-13%	-17%	-7	-1%	1%	75%[activator]	0%	?	5%
CN(c1cccc(Cl)c1)S(=O)(=O)c1cccc(C(=O)NC2=NCCS2)c1	-13%	-9%	-7	0%	-7%	-9%	-16%	?	6%
CCOc1ccccc1C(=O)OCC(=O)NCC1CCCO1 (centres undefined)	-3%	-9%	-4	nt	-1%	10%	nt	nt	3%
CC(=O)c1cc(-c2ccccc2)n(CCC(=O)NC2CCC(C)CC2)c1C (centres undefined)	-13%	-17%	-11	0%	-4%	7%	2%	-5%	-8%
C=CCN(C(C(=O)OC)C(C)C)S(=O)(=O)CCl (centres undefined)	-3%	nt	nt	-2%	-3%	29%	nt	-3%	-3%
COc1cccc(CN(CC(=O)NC2CCCC2)C(=O)CCC(=O)Nc2cc(C)on2)c1	-5%	-13%	-6	-1%	-4%	62%[activator]	8%	-13%	-13%
CC(=O)Nc1ccc(C(=O)OCc2ccc(F)cc2)cc1	-10%	-1%	-13	-3%	9%	-7%	-22%	?	-2%
CN(C)C(=O)C12CCC(C)(c3nc4ccccc4nc31)C2(C)C (centres undefined)	-19%	-5%	0	-2%	1%	13%	12%	4%	1%
CCOC(=O)c1ccc(CSc2nnc3cc(C)c4ccccc4n23)cc1	-9%	-15%	0	0%	3%	0%	13%	-9%	nt
O=C(CC1Nc2ccccc2NC1=O)NCCc1ccccc1 (centres undefined)	-6%	-6%	-5	-6%	0%	10%	27%	-14%	-4%
COc1ccc(C2NS(=O)(=O)N=C2N)cc1 (centres undefined)	-9%	6%	0	-5%	-2%	30%[activator]	0%	-4%	3%
Cc1cc(NC(=O)C(C)SCC(=O)O)no1 (centres undefined)	-7%	7%	-11	-6%	-3%	169%[activator]	-5%	-4%	2%
